# PI5P4Ka inh = PI5P4K alpha (human) kinase inhibition; 330,000 tested, 1.2% active; PI5P4Kalpha enzyme, ADP-Glo luminescence, 60 min; stronger effect = lower value; max response, %; active = max response of -50% or lower; inconclusive = between -30% and -50%; inactive = -30% or higher; note: value at the top dose of about 77 µM; % is set by controls: 0 for no effect and ±100 for the full control effect
#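 Luminescence from ADP-Glo served as readout of PI5P4Kalpha activity in a qHTS format. Reaction: enzyme, substrate, compound, ATP at 5 microM final, 60 min at RT.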
# D3 ag = agonists of human D3 dopamine receptor; max activation, %; AID 652048; D3R DiscoveRx beta-arrestin cells, luminescence, 90 min; 410,000 tested, 0.58% active; P35462; in the data active = max activation above about 30%; note: 0% is about no effect; mostly tested at two doses, the higher about 12 µM
# Target sequence (P35462 whole entry, looked up): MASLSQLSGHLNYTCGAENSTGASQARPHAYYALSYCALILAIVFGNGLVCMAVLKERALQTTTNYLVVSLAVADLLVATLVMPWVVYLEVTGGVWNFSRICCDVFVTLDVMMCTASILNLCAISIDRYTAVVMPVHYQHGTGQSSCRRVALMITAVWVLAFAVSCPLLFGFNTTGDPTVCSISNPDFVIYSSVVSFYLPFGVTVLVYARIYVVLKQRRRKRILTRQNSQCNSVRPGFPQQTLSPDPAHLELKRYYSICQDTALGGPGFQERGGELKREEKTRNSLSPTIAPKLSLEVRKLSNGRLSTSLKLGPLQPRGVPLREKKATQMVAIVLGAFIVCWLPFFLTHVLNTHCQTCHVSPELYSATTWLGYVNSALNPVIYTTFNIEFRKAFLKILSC
#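 Agonist-mode cell screen: cells plated at 1500/well and incubated overnight at 37 °C, then exposed to library compounds for 90 min at 37 °C. Detection reagent was added for 30–60 min at room temperature, and luminescence was read.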
# IL-2 act = activators of IL-2. IL-2 activation reporter assay, cell-based qHTS; stimulated with anti-CD3/CD4/CD28 beads; in transgenic mouse T cells. activation, % (series mostly up to about 46 µM). 360,000 tested, 0.065% active; in the data active = activation above about 50%; inconclusive = mostly about 30% to 49%; note: 0% is about no effect
#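 Quantitative HTS in unstimulated transgenic mouse T cells, with memory T cells as non-tolerant control and PMA/ionomycin as tolerance-bypass control. Compound pretreatment lasted 60 minutes before 18 h bead stimulation; EGFP/DsRed fluorescence read.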
# GLP-1R inv ag = inverse agonists of human GLP-1 receptor; P43220; AID 624417; HEK293 GLP-1R CRE-luciferase, luminescence, 24 h; GLP-1R form is constitutively active; Potency, µM (top dose mostly 38.3 µM), for the others: at the highest dose activity change, negative = inhibition, actives largely listed as inhibitors; 410,000 tested, 1.6% active; note: potency is the fitted concentration of half-maximal effect; % is set by controls: 0 for no effect and ±100 for the full control effect; nearly all actives have a fitted effect of over 55% in size
#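 qHTS in 1536-well format: reporter HEK293 cells expressing constitutive GLP-1R activity in DMEM + 10% Nu serum, 24 hr with compounds at 37 deg C, luminescence read after 12 min with detection reagent.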
# GLP1R ag = GLP-1 receptor (human) agonism; P43220; HEK293 GLP-1R CRE-luciferase, luminescence, 4-6 h; cells express a hypersensitive GLP-1R form; Potency, µM (doses to about 45.6 µM), for the others: top-dose activation, hits mostly activators; 380,000 tested, 0.007% active; AID 624172; note: potency is the fitted concentration of half-maximal effect; % of control where 0% means no effect
# GLP1R cytotox = cytotoxicity in counter-screen for GLP-1R inverse agonists. HEK293 cAMP-luciferase reporter cells, luminescence, 24 h. Potency, µM (titrated, usually from 38.3 µM), for inactives: at the top dose activity change, negative = inhibition, most hits filed as inhibitors. 410,000 tested, 0.13% active. AID 624418;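 note: loss of luciferase light is scored as toxicity; potency is the fitted concentration of half-maximal effect; % is set by controls: 0 for no effect and ±100 for the full control effect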
#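 Luminescence readout: signal drop marks cytotoxicity. Plated cells grew 12 h at 37 °C, 5% CO2, received 23 nL compound for 24 h, then got luciferase reagent, read after 12 min at RT.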
# DRD3 antagonist = blocks the human D3 dopamine receptor | P35462 | D3R cells, DiscoveRx beta-arrestin luminescence, antagonist mode; stronger effect = lower value | max response, negative = inhibition, % | 360,000 tested, 2.5% active; in the data active = max response below about -50%; inconclusive = no clear call, values can overlap the other calls; note: % is set by controls: 0 for no effect and ±100 for the full control effect; mostly tested at two doses, the higher about 12 µM
#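 Cells plated overnight at 1500 cells/well, then exposed to library compounds with dopamine controls for 90 minutes at 37 degrees C. DiscoveRx reagent added for 30–60 minutes at room temperature; luminescence read, quantitative HTS format.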
# PLK1 PBD block = PLK1 (human) polo-box domain binding inhibition; Plk1 PBD binding of FITC phosphopeptide, fluorescence polarization; Potency, µM, for the others: max response, negative = inhibition, most hits filed as inhibitors; 360,000 tested, 2.8% active; AID 720504; note: potency is the fitted concentration of half-maximal effect; series mostly up to about 57 µM; % is set by controls: 0 for no effect and ±100 for the full control effect; nearly all actives have a fitted effect of over 65% in size
# Target sequence (P53350 whole entry, looked up, the tested form may be a part): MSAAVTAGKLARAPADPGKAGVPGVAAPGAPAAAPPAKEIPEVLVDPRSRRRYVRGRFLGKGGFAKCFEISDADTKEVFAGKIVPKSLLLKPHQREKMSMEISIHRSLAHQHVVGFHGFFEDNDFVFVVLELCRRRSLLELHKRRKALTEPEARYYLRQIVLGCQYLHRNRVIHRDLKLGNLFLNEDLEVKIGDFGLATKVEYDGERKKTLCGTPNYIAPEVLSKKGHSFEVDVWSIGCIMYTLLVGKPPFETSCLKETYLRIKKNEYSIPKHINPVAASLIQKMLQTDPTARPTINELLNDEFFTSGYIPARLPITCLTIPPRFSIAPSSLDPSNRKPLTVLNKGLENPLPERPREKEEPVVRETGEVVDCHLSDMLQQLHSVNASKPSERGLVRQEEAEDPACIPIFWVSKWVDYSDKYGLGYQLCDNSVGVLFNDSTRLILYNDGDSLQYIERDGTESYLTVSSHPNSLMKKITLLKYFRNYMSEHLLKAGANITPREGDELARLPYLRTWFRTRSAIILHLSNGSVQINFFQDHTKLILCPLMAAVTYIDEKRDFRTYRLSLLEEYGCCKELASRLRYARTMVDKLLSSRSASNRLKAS
# WRN helicase inh = WRN helicase (human) inhibition | Q14191 | Potency, µM (highest dose often 114 µM), without a hit: top-dose activity change, negative = inhibition, hits mostly inhibitors | WRN helicase unwinding, fluorescent forked duplex, kinetic | 360,000 tested, 0.46% active; note: potency is the fitted concentration of half-maximal effect; % is set by controls: 0 for no effect and ±100 for the full control effect; nearly all actives have a fitted effect of over 55% in size
#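 Primary qHTS, 1536-well format. 20 nM WRN + compound, 15 min RT; start with 100 nM forked fluorophore/quencher duplex, 2 mM ATP (final); kinetic read ex 525/em 598 nm.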
# Starred values were filed as active, the others as inactive; u = inconclusive; x = no result given; [ ] = remark or other dose. Unless noted, calls come from the whole dose curve; as a rule, active = well fitted curve in the direction sought with a large enough effect; inconclusive = small, poorly fitted or top-dose-only effect, or another doubt; inactive = no such curve, though single readings can be large; an effect the other way counts as inactive or inconclusive.
cpd	structure	PI5P4Ka inh	D3 ag	IL-2 act	GLP-1R inv ag	GLP1R ag	GLP1R cytotox	DRD3 antagonist	PLK1 PBD block	WRN helicase inh
1	COc1ccc(CCN2CC(C(=O)OCC(=O)c3c(N)n(CC(C)C)c(=O)n(C)c3=O)CC2=O)cc1OC (configuration not stated)	1	14	-5.3	8%	15%	-16%	46	-13%	-2%
2	C[C@H](CO)N1C[C@H](C)[C@H](CN(C)Cc2ccncc2)Oc2ncc(Br)cc2C1=O	0	-1	0.1	1%	-1%	3%	21	-1%	2%
3	CCC(NC(=S)NCc1ccc(F)cc1)c1ccc(C(C)C)cc1 (configuration not stated)	7	-8	-2.3	u	3%	u	-20	-14%	2%
4	CCc1nn(CC(=O)NCCCN2CCc3ccccc3C2)c(=O)c2cc3sccc3n12	4	-16	-2.7	-30%	-4%	-13%	-112*	-7%	6%
5	O=C(CSc1nnc(NC(=O)c2ccccc2)s1)NCC1CCCO1 (configuration not stated)	-5	-12	0.9	-19%	-3%	2%	-9	-4%	-27%
6	Clc1ccccc1Nc1nnc(-c2ccncc2)s1	u	-10	-1.3	u	-12%	-3%	-24	-7%	u
7	Cc1ccc(CNC(=O)C2CCN(S(=O)(=O)N3CCCC3)CC2)cc1	-2	8	-3.2	-3%	-2%	-7%	1	-1%	2%
8	Cc1cccc(NC(=O)N2CCCCCC2)c1C	-1	3	-1.6	-5%	2%	4%	-1	-4%	3%
9	[O-]/C(=C(\C(=S)NCCN1CCOCC1)[n+]1ccccc1)c1ccc(Cl)s1	-16	3	1.7	17%	13%	-8%	-3	-14%	-15%
10	O=C(COc1ccccc1)Nc1sc2c(c1C(=O)NCc1cccnc1)CCCC2	x	-12	-1.4	6%	0%	3%	-14	-6%	-28%[57.1 µM]
11	CCN(CC)C(=O)CSC1c2ccccc2C(=O)N1c1ccccc1 (configuration not stated)	x	1	-0.6	0%	-6%	-22%	22	-10%	4%
12	COc1ccc(-c2ccc3ccccc3n2)cc1OC	-5	2	-1.1	63%[activator]	u	4%	-4	-1%	-9%
13	COc1ccc(-c2oc(=O)c3cc(OC)c(OC)cc3c2-c2cc(F)cc(OC)c2)cc1	12	22	-3.1	13%	21%	-3%	61	-2%	-2%
14	O=C(NCc1ccccc1)c1cc(C2COCCN2C(=O)c2cccs2)on1 (configuration not stated)	2	3	-0.4	6%	5%	-1%	0	0%	0%
15	C=CCn1cc(C(=O)OC)c(=O)c2cc(S(=O)(=O)N3CCCCCC3)ccc21	3	-3	-1.1	0%	9%	-8%	-8	6%	-5%
16	CC1CCCCC1NC(=O)NC(=O)COC(=O)c1nccnc1N (configuration not stated)	-13	3	0.3	0%	-1%	-3%	7	3%	3%
17	O=S(=O)(c1ccc(-c2cc(C(F)(F)F)on2)s1)N1CCCC1	9	11	-2.0	u	11%	-2%	-6	1%	-5%
18	CN(C)c1ccc(C=NNc2nc3c([nH]2)c(=O)n(C)c(=O)n3C)cc1	-5	5	-0.4	28%	8%	-8%	26	-18%	6%
19	O=C(Nc1ccc(-c2noc(CCc3ccccc3)n2)cc1)c1cccnc1	-1	20	1.1	u	-30%	1%	60	-3%	-8%
20	CCc1ccc(NC(=O)COC(=O)C2(c3ccc(Cl)cc3)CCCC2)cc1	18	0	-2.6	u	-10%	-6%	22	-7%	-10%
21	O=[N+]([O-])c1ccc(/C=C/c2ccncc2)cc1	3	-4	-3.1	19%	-5%	-16%	-5	-11%	-7%
22	Cc1ccc(C)c(NC(=O)CSc2c(C)n[nH]c2C)c1	8	3	0.3	12%	0%	6%	4	-22%	0%
23	O=NN(C(=O)NCc1cccnc1)C1CCCCC1	2	4	-0.2	12%	21%	1%	-15	-8%	8%
24	Cc1cc(=O)[nH]c(-n2ncc(C#N)c2N)n1	u	-9	0.3	10%	1%	-2%	-12	2%	-20%
25	CCN1CCN(c2ccc(S(=O)(=O)N3CCOCC3)cc2NC(=O)c2ccc(C)cc2C)CC1	5	-7	0.0	-6%	-3%	3%	13	-1%	-1%
26	C[C@@H]1CN([C@H](C)CO)C(=O)CCCn2nncc2CO[C@H]1CN(C)S(=O)(=O)c1ccc2ccccc2c1	-11	-8	-2.7	1%	0%	6%	-4	-25%	3%
27	COc1cc(C(=O)N2CCN(Cc3ccccn3)CC2)cc(OC)c1OC	-5	-2	-1.1	1%	-4%	3%	-14	-4%	4%
28	COc1cc(NS(=O)(=O)c2ccc(NC(=O)CCC(=O)O)cc2)nc(OC)n1	-2	-9	0.3	4%	7%	-5%	-18	-14%	-5%
29	O=C(/C=C/c1ccccc1)CC(O)(c1ccccc1)C(F)(F)F (configuration not stated)	x	-26	-2.8	11µM*	-6%	2%	u	u	-18%
30	Cc1ccc2c(c1)N(Cc1cccc(C#N)c1)C=NS2(=O)=O	-1	-5	0.3	-16%	3%	5%	13	-3%	12%
31	CCCNc1nc2nc3ccccn3c(=O)c2cc1C(=O)NCCN1CCOCC1	-6	-2	-0.2	6%	6%	266%[activator]	-4	-2%	6%
32	CN(Cc1ccc(Br)cc1)CC(O)COc1cccc(Br)c1 (configuration not stated)	30	-20	0.1	u	3%	7%	-16	0%	-24%
33	COc1ccc(C(C)=O)cc1CSc1nc2nc(C)cc(C)n2n1	2	4	1.9	115%[activator]	20%	-23%	2	-12%	-6%
34	O=C(O)c1cc(=O)c2c(Cl)cc(Cl)cc2[nH]1	-59*	-6	-0.3	-9%	-5%	2%	-5	-3%	-2%
35	Cc1c(C(=O)N/N=C/c2cccnc2)sc(N)c1C#N	-19	-8	0.7	16%	9%	-1%	53	-6%	-7%
36	O=C(O)c1ccccc1C(=O)Nc1ccccc1	x	8	-0.6	u	-2%	-10%	22	0%	1%
37	C[C@H](CO)N1C[C@H](C)[C@H](CN(C)C(=O)Nc2ccccc2)OCc2cnnn2CCCC1=O	-3	-10	-0.4	22%	3%	3%	-28	-16%	0%
38	O=C(CSc1nc2ccccc2o1)N/N=C/c1ccco1	2	-6	-0.1	12%	12%	5%	-2	2%	-1%
39	C[C@H]1CN([C@@H](C)CO)S(=O)(=O)c2ccc(Br)cc2O[C@H]1CN(C)C(=O)Nc1ccccc1F	4	2	-0.3	13%	-5%	9%	-5	-8%	0%
40	Cc1ccc2[nH]c(C(=O)N3CCN(C=O)CC3)cc2c1	2	5	-0.1	25%	-2%	-1%	-8	-4%	0%
41	CCc1nc2c(OCCc3cccc(OC)c3)cccn2c1N(C)C(=O)c1ccc(OC)cc1	2	7	0.1	14%	4%	17%	-4	-9%	-8%
42	O=C(Nc1ccc(-c2nc3ccccc3o2)cc1)C1CCCO1 (configuration not stated)	x	11	-1.6	-5%	-17%	2%	15	-18%	2%
43	Cn1c(=O)n(C)c2cc(N3CCCCC3)c(NC(=O)Nc3ccc(Br)cc3)cc21	x	6	x	-5%	1%	19%	x	x	x
44	Cc1cccc(-c2n[nH]c(=S)n2C)c1	-10	1	1.3	-7%[0.307 µM]	1%	8%[0.307 µM]	-19	-17%	1%
45	CC1CNC(=S)N(c2ccccc2)C1=O (configuration not stated)	-2	2	-3.5	4%	-3%	0%	1	5%	-5%
46	COc1cccc(C(=O)C2CCCN(CC3=Cc4cc(OC)ccc4OC3)C2)c1 (configuration not stated)	10	-14	-1.7	u	8%	9%	-21	-23%	u
47	Clc1ccc(CNC2CCCC2)cc1	x	-11	-0.8	-22%	10%	-3%	-11	-5%	3%
48	COc1ccc(C)cc1NC(=O)Cn1c(=O)oc2ccccc21	4	-11	0.6	9%	5%	-4%	-16	-7%	13%
49	Cc1ccc(C)c(C(=O)CCC(=O)Nc2ccc(N3CCN(C)CC3)cc2C)c1	5	-19	-0.5	u	17%	u	-13	5%	5%
50	O=S(=O)(Nc1ncnc2sc3c(c12)CCC3)c1ccc2ccccc2c1	-10	-11	-0.3	-46%	5%	-3%	u	34µM*	-32%
51	O=C(CSc1nnc(NC(=O)c2ccco2)s1)Nc1ccccc1Br	4	2	-0.5	11%	0%	7%	6	4%	-3%
52	CCOC(=O)Cc1ccc(Nc2nc(NCc3ccccc3)nc3ccsc23)cc1	-26	12	-0.8	8%	16%	-16%	96	-10%	5%[57.1 µM]

# Eight entries from above, arranged by number of heavy atoms, ascending.
cpd	structure	PI5P4Ka inh	D3 ag	IL-2 act	GLP-1R inv ag	GLP1R ag	GLP1R cytotox	DRD3 antagonist	PLK1 PBD block	WRN helicase inh
44	Cc1cccc(-c2n[nH]c(=S)n2C)c1	-10	1	1.3	-7%[0.307 µM]	1%	8%[0.307 µM]	-19	-17%	1%
45	CC1CNC(=S)N(c2ccccc2)C1=O (configuration not stated)	-2	2	-3.5	4%	-3%	0%	1	5%	-5%
48	COc1ccc(C)cc1NC(=O)Cn1c(=O)oc2ccccc21	4	-11	0.6	9%	5%	-4%	-16	-7%	13%
51	O=C(CSc1nnc(NC(=O)c2ccco2)s1)Nc1ccccc1Br	4	2	-0.5	11%	0%	7%	6	4%	-3%
50	O=S(=O)(Nc1ncnc2sc3c(c12)CCC3)c1ccc2ccccc2c1	-10	-11	-0.3	-46%	5%	-3%	u	34µM*	-32%
43	Cn1c(=O)n(C)c2cc(N3CCCCC3)c(NC(=O)Nc3ccc(Br)cc3)cc21	x	6	x	-5%	1%	19%	x	x	x
52	CCOC(=O)Cc1ccc(Nc2nc(NCc3ccccc3)nc3ccsc23)cc1	-26	12	-0.8	8%	16%	-16%	96	-10%	5%[57.1 µM]
41	CCc1nc2c(OCCc3cccc(OC)c3)cccn2c1N(C)C(=O)c1ccc(OC)cc1	2	7	0.1	14%	4%	17%	-4	-9%	-8%

# Source: PubChem (National Center for Advancing Translational Sciences (NCATS))
